High-throughput results: PubChem BioAssay, National Center for Advancing Translational Sciences (NCATS)
USP1-UAF1 inh: blocks the human USP1/UAF1 deubiquitinase complex. O94782. recombinant USP1/UAF1, Ub-Rhodamine cleavage fluorescence. 0.23% of 390,000 active. Potency, µM (highest dose often 57.1 µM), without a hit: at the highest dose activity change, negative = inhibition, hits mostly inhibitors. AID 743255; also: potency is read from the fitted curve at half-maximal effect; % is scaled to controls: 0 for no effect and ±100 for the full control effect; nearly all actives have a fitted effect of over 60% in size; inactives centre near -12
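Step one: compound is pinned into 1nM USP1/UAF1 in HEPES pH 7.8 buffer with TCEP. Step two: 15 min room-temperature incubation. Step three: Ub-Rho (150nM final) starts cleavage, tracked by fluorescence over six one-minute reads.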
mIDH1 inhibitor: inhibitors of human mutant IDH1 R132H | O75874 | IDH1-R132H enzyme, NADPH consumption, diaphorase/resazurin fluorescence | Potency, µM (highest dose often 76.6 µM), for inactives: at the top dose activity change, negative = inhibition, usual class: inhibitors | 0.093% of 390,000 active | AID 602179; also: potency is read from the fitted curve at half-maximal effect; % is scaled to controls: 0 for no effect and ±100 for the full control effect; nearly all actives have a fitted effect of over 65% in size
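IDH1-R132H (0.5 ug/mL dispensed) in pH 7.5 Tris buffer was preincubated 30 min with compound, then given a substrate mix of 0.016 mM NADPH and 2 mM alpha-KG for 80 min at room temperature; remaining NADPH was read by diaphorase/resazurin fluorescence.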
PI4K2A block: inhibitors of human PI4K2A. 0.13% of 420,000 active. purified PI4K2A, ADP-Glo luminescence, 1 h; hits give low values. activity change, negative = inhibition, % at 76.9 µM. Q9BTU6; in the data active = activity change below about -50%; inconclusive = mostly about -30% to -49%;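 also: -100% = wells without enzyme as full effect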
Target sequence (Q9BTU6 whole entry, looked up): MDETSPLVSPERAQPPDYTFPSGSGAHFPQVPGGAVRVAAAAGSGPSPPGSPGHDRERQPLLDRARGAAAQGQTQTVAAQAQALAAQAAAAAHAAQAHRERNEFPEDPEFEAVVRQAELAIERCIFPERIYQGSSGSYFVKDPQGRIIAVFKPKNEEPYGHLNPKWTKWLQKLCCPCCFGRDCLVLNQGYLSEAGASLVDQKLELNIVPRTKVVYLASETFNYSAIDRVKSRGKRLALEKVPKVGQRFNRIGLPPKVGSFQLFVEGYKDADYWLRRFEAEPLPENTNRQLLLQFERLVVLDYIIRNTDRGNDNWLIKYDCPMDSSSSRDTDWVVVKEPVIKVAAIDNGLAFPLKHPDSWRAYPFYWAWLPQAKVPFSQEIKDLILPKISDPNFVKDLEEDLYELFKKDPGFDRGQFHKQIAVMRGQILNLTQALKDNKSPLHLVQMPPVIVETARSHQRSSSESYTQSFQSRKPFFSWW
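Compounds are screened against recombinant PI4K2A using PI as substrate and ATP, the latter dispensed at 300 microM. Reactions run one hour at ambient temperature before ADP-Glo detection; full inhibition defined by wells lacking enzyme.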
TRHR PAM: allosterically enhances the human TRH receptor. AID 493056. 0.66% of 360,000 active. enhancement, % at 2 µM. TRHR cells, fluo-8 calcium fluorescence, EC20 TRH enhancement. P34981; in the data active = enhancement above about 30%; also: 0% is about no effect
Target sequence (P34981 whole entry, looked up): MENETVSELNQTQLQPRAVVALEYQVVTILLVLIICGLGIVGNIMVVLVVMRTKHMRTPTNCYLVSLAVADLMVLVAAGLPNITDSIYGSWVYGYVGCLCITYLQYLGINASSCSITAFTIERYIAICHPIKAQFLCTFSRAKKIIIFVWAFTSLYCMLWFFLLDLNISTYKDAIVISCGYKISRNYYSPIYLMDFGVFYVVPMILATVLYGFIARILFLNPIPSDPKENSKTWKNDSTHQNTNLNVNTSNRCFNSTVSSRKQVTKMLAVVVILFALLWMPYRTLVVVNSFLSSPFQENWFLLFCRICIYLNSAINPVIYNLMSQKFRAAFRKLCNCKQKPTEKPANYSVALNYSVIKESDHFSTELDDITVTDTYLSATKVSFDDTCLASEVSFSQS
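TRHR-expressing cells loaded with fluo-8 calcium dye were read kinetically (ex 480/em 530) during compound addition, then stimulated with an EC20 of TRH (10 nM final). Enhancement of the Gq-mediated intracellular calcium response was scored.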
D2 antagonist: D2 dopamine receptor (human) antagonism; 2% of 340,000 active; P14416; HEK293 TREx D2 cells, calcium flux, dopamine EC80; inhibition, % at 10 µM; AID 485344; in the data active = inhibition above about 30%; also: 0% is about no effect
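In this primary screen, negative modulation is detected by tracking calcium flux after an EC80 dopamine challenge in inducible HEK293 T-REx D2 cells preexposed to test compound for 180 s.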
TrxR1 substrate: substrates of rat thioredoxin reductase 1; O89049; purified TrxR1 substrate turnover, NADPH consumption readout; Potency, µM (titrated, usually from 114 µM), without a hit: at the top dose activity change, negative = substrate turnover; 0.01% of 390,000 active; also: potency is read from the fitted curve at half-maximal effect; % is scaled to controls: 0 for no effect and ±100 for the full control effect; nearly all actives have a fitted effect of over 50% in size
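Rat TrxR1, dispensed at 90 nM, was prereduced with 400 uM NADPH (final) for 5 min at ~22 deg C, then incubated with compound 15 min before 400 uM selenite. A first-read NADPH fluorescence drop versus no-compound background flagged substrates.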
rTrxR1 inhibitor: blocks rat thioredoxin reductase 1; O89049; recombinant rTrxR1, NADPH fluorescence consumption, selenite substrate; Potency, µM (highest dose often 114 µM), inactives show at the highest dose activity change, negative = inhibition, most hits filed as inhibitors; 1% of 390,000 active; AID 588453; also: potency is read from the fitted curve at half-maximal effect; % is scaled to controls: 0 for no effect and ±100 for the full control effect; nearly all actives have a fitted effect of over 65% in size
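Rat TrxR1 (90 nM in the dispensed reagent) was pre-reduced with 400 uM NADPH for 5 min at room temperature, then incubated with compound for 15 min. After 400 uM selenite was added, NADPH fluorescence (Ex 340/Em 450 nm) was followed for 8 min.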
TRHR ag: TRH receptor (human) agonism; TRHR cells, calcium flux fluo-8, FDSS agonist mode; activation, % at 2 µM; 0.18% of 360,000 active; in the data active = activation above about 30%; also: 0% is about no effect
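TRHR-expressing cells loaded with fluo-8 calcium dye; 23 nL library compound pin-transferred, kinetic FDSS fluorescence (Ex 480/Em 530) recorded about 180 s for agonist-induced calcium release, before a 10 nM TRH EC20 addition for potentiator mode.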
D2 ag: activates the human D2 dopamine receptor. P14416. HEK293 T-REx D2 cells, calcium flux agonist mode. activation, % at 2 µM. 0.53% of 340,000 active. AID 485358;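 active = activation over 3 SD above normal in the single-dose calcium agonist read, cut at about 30% in these data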; also: 0% is about no effect
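Agonism is scored from calcium flux in a force-coupled, inducible HEK293 cell line expressing D2, read kinetically for 180 s after compound addition against dopamine controls.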
Numbers without * were called inactive; ? = inconclusive; nt = no result given; & = joins results of further samples; [ ] = another dose, or the depositor's remark. Unless noted, calls follow the shape of the dose curve; as a rule, active = well fitted inhibition curve with a large enough effect; inconclusive = small, poorly fitted or top-dose-only effect; inactive = no such curve, though single readings can be large or run the other way. This is a subset (hit frequency here may not be typical).

The opening eight records as a preview:
Order of values – USP1-UAF1 inh | mIDH1 inhibitor | PI4K2A block | TRHR PAM | D2 antagonist | TrxR1 substrate | rTrxR1 inhibitor | TRHR ag | D2 ag
> Cc1ccc2c(c1)CCCN2N=O
→ -7% | 5% | -1 | 12 | -7 | -4% | -3% | -0.7 | -0.8
> COc1cc2nc(CN3CC=C(c4ccccc4)CC3)[nH]c(=O)c2cc1OC
→ -15% | 9% | -1 | nt | nt | 7% | 11% | nt | nt
> COC(=O)C1=C(c2cc3ccccc3s2)C[C@@H]2CC[C@H]1N2C(=O)NCc1ccco1
→ ? | -7% | 4 | nt | nt | 1% | -16% | nt | nt
> Cc1c(OCC(F)(F)F)ccnc1CS(=O)c1nc2ccccc2[nH]1 (stereo unspecified)
→ ? | 18% | -5&-1&0 | 4&0 | 19&10 | 12%[57.1 µM] | 17%[57.1 µM] | 0.7&0.3 | 1.2&-1.3
> O=C1N[C@H](Cc2ccccc2)C(=O)N2[C@@H]3[C@H](C[C@@H]12)c1ccccc1N3OOSc1ccccc1
→ 22% | -5% | 2 | nt | nt | 2% | 5% | nt | nt
> Cc1ccc(-n2c(O)c(/C=N/c3ncc(Br)cc3Br)c(=O)[nH]c2=O)cc1
→ -2% | 2% | -5 | 5 | 2 | 27%[57.1 µM] | 18%[57.1 µM] | 0.5 | 1.0
> COC(=O)C1=C(c2ccc(-c3ccccc3)c(F)c2)C[C@@H]2CC[C@H]1N2C(=O)NCCNC(C)=O
→ -23% | 16% | -2 | -3 | 3 | 1% | 14% | -0.4 | -0.9
> O=c1c2ccccc2nc(-c2ccc(Cl)cc2Cl)n1-c1ccncc1
→ -3% | -3% | 7 | -2 | -1 | 6%[57.1 µM] | 13%[57.1 µM] | 0.7 | 22

The listing (from the top)
Order of values – USP1-UAF1 inh | mIDH1 inhibitor | PI4K2A block | TRHR PAM | D2 antagonist | TrxR1 substrate | rTrxR1 inhibitor | TRHR ag | D2 ag
> Cc1ccc2c(c1)CCCN2N=O
→ -7% | 5% | -1 | 12 | -7 | -4% | -3% | -0.7 | -0.8
> COc1cc2nc(CN3CC=C(c4ccccc4)CC3)[nH]c(=O)c2cc1OC
→ -15% | 9% | -1 | nt | nt | 7% | 11% | nt | nt
> COC(=O)C1=C(c2cc3ccccc3s2)C[C@@H]2CC[C@H]1N2C(=O)NCc1ccco1
→ ? | -7% | 4 | nt | nt | 1% | -16% | nt | nt
> Cc1c(OCC(F)(F)F)ccnc1CS(=O)c1nc2ccccc2[nH]1 (stereo unspecified)
→ ? | 18% | -5&-1&0 | 4&0 | 19&10 | 12%[57.1 µM] | 17%[57.1 µM] | 0.7&0.3 | 1.2&-1.3
> O=C1N[C@H](Cc2ccccc2)C(=O)N2[C@@H]3[C@H](C[C@@H]12)c1ccccc1N3OOSc1ccccc1
→ 22% | -5% | 2 | nt | nt | 2% | 5% | nt | nt
> Cc1ccc(-n2c(O)c(/C=N/c3ncc(Br)cc3Br)c(=O)[nH]c2=O)cc1
→ -2% | 2% | -5 | 5 | 2 | 27%[57.1 µM] | 18%[57.1 µM] | 0.5 | 1.0
> COC(=O)C1=C(c2ccc(-c3ccccc3)c(F)c2)C[C@@H]2CC[C@H]1N2C(=O)NCCNC(C)=O
→ -23% | 16% | -2 | -3 | 3 | 1% | 14% | -0.4 | -0.9
> O=c1c2ccccc2nc(-c2ccc(Cl)cc2Cl)n1-c1ccncc1
→ -3% | -3% | 7 | -2 | -1 | 6%[57.1 µM] | 13%[57.1 µM] | 0.7 | 22
> OC1/C(=C/c2ccccc2C(F)(F)F)N2CCC1CC2 (stereo unspecified)
→ -19% | 6% | -3 | 0 | -18 | 5% | 7% | -0.4 | 0.3
> CNC(=O)OCc1n(C)cc[n+]1C
→ 4% | 2% | 0 | 12 | -2 | 1% | 14% | 0.7 | -1.0
> CN(C)CC/C=C1/c2ccccc2Sc2ccc(Cl)cc21
→ 4%&-17% | 0%&3% | -3&6 | -7&0 | 103* | -7%&2% | -5%&18% | 1.1&1.2 | -0.8&1.8
> COC(=O)C1=C(c2ccccc2OCc2ccccc2)C[C@@H]2CC[C@H]1N2C(=O)NCc1ccc([N+](=O)[O-])cc1
→ -3% | 2% | 0 | 5 | -6 | 1% | 42%[activator] | 0.1 | 0.6
> Fc1cccc(F)c1-c1nc(-c2ccc(Cl)cc2)no1
→ -25% | -7% | 2 | -3 | -24 | 7% | 27% | -0.1 | -4.1
> Cc1ccc2cccc(OC(=O)N(C)c3ccccc3)c2n1
→ -25% | 5% | 7 | 7 | -10 | -5% | -2% | 1.0 | -2.1
> CCOc1ccccc1N1C(=O)CC(=O)NC1=O
→ 0% | 3% | 1 | 5 | -4 | -2% | -13% | 1.8 | -0.2
> O=C(CCc1nnc2ccc(NCc3ccccc3)nn12)N1CCC2(CC1)OCCO2
→ -16% | -6% | 9 | 6 | -8 | 4% | -4% | -0.7 | 0.1
> COc1ccccc1C1CC2CCC(C1OC(C)=O)N2Cc1ccccc1 (stereo unspecified)
→ 2% | -6% | 2 | 24 | -4 | -8% | 7% | -1.2 | 0.7
> CC(Cc1ccccc1)[n+]1cc(/N=C(\[O-])N(C)C)on1 (stereo unspecified)
→ -14% | 2% | 0 | -4 | 6 | -13% | -6% | 0.3 | -0.6
> CN1CCN(C(=O)C(=O)c2cn(CC(=O)N3CCCC3)c3ccccc23)CC1
→ -14% | 4% | 6 | -10 | -13 | -6% | ? | 0.0 | 7.9
> C/C(=N\N1CCCCCC1)c1c(O)n(-c2ccccc2)c(=O)[nH]c1=O
→ -4% | 3% | 4 | 4 | -7 | -12% | -10% | 0.2 | -0.4

(next part)
smiles | USP1-UAF1 inh | mIDH1 inhibitor | PI4K2A block | TRHR PAM | D2 antagonist | TrxR1 substrate | rTrxR1 inhibitor | TRHR ag | D2 ag
COc1ccc(N2C(=O)/C(=C/c3ccc(C)o3)C(=O)NC2=S)c(OC)c1 | ? | -2% | -4 | 2 | 5 | -2% | 14µM* | 0.4 | -0.5
O=C(c1c[nH]c2ccc(S(=O)(=O)N3CCC4(CC3)OCCO4)cc2c1=O)N1CCC2(CC1)OCCO2 | -8% | -2% | -3 | -1 | -2 | 13%[57.1 µM] | -9%[57.1 µM] | -0.4 | -1.4
CCC(=NCCN1CCCCC1)c1c(O)n(C)c(=O)n(C)c1=O | -20% | 3% | 7 | -7 | -24 | -2% | -27% | 0.8 | 1.4
Nc1ccc(Sc2ccc(N)cc2)cc1 | -15% | 7% | 3 | nt | nt | -9% | -15% | nt | nt
CN[C@@H](C)[C@@H](O)c1ccccc1 | -8% | 0% | 3 | -9 | -22 | -7% | 1% | 0.3 | -0.2
CC(C)(C)c1ccc(C(=O)C2CCCN(C3CCC3)C2)cc1 (stereo unspecified) | -26% | 4% | 3 | -1 | 37* | -8% | -17% | -0.1 | -0.2
C=CCn1c(O)c(C(CC)=Nc2ccc(N(CC)CC)cc2)c(=O)[nH]c1=O | -23% | -3% | -2 | -6 | -12 | -6% | -22% | 1.2 | 0.1
O=c1[nH]c(=O)n(CCc2ccccc2)c(O)c1C=NCc1ccc2c(c1)OCO2 | -16% | 4% | -4 | -4 | 11 | 4%[57.1 µM] | 8%[57.1 µM] | 0.2 | 0.4
CN1C(=O)N(C)C(=O)C2(Cc3ccccc3N3CCCC32)C1=O (stereo unspecified) | -1% | -1% | -11 | -6 | -11 | 15%[57.1 µM] | 22%[11.4 µM] | 0.4 | 1.4
CC(C)Oc1cccc(C(=O)C2CCCN(Cc3ccon3)C2)c1 (stereo unspecified) | -19% | -3% | -5 | 8 | 0 | 5% | 11% | -0.6 | 0.4
CCCC1=C(C(=O)OCC)C2(C(=O)Nc3ccccc32)C(C#N)=C(N)O1 (stereo unspecified) | -6% | 0% | 0 | -9 | 2 | 2% | -2% | -0.3 | -0.2
COc1ccccc1OC(=O)c1ccc(C)c(S(=O)(=O)N2CCOCC2)c1 | 3% | 12% | 1 | 13 | -13 | -2%[57.1 µM] | -1%[57.1 µM] | -0.1 | 0.0
COC(=O)N1CCN(C(=O)Cc2ccc(Cl)c(Cl)c2)C(CN2CCCC2)C1 (stereo unspecified) | nt | nt | 2 | 0 | 7 | 0%[57.1 µM] | ? | 0.2 | -1.7
O=c1c2ccccc2[nH]c(=S)n1-c1ccc2c(c1)OCO2 | -12% | 0% | 0 | -2 | -1 | -6% | -14% | 0.0 | 0.4
O=C(c1ccccc1F)c1cn(Cc2ccc(F)cc2)c2ccccc12 | -18% | 6% | -6 | -3 | -1 | -4% | 8% | -0.3 | 0.1
COc1cccc2c1cc([N+](=O)[O-])c1c(C(=O)O)cc3c(c12)OCO3 | -11% | 0% | 2 | nt | nt | -11% | -5% | nt | nt
COc1ccc(-n2nc(C(=O)NCC(=O)N3CCC4(CC3)OCCO4)c3ccccc3c2=O)cc1Cl | -14% | 2% | -1 | -3 | 9 | 6% | 11% | -1.5 | -0.8
Cc1cc(O)c(CN2CC=C(c3ccccc3)CC2)cc1C(C)C | -4% | -2% | -3 | -3 | 75* | -8% | -8% | 0.2 | 0.5
CC1(C)Cc2c(C#N)c(N3CCNCC3)nc(-c3ccco3)c2CS1 | 5% | 2% | 4 | 1 | 5 | 3%[11.4 µM] | 20%[11.4 µM] | -0.4 | -0.2
COc1ccccc1CN1CCCC(C(=O)c2ccccc2SC)C1 (stereo unspecified) | -16% | 2% | -3 | -6 | 1 | -5% | 5%[57.1 µM] | 0.1 | 0.8
Cc1nn(Cc2ccccc2Cl)c(Cl)c1C(=O)OCC(=O)NCc1ccco1 | -1% | 2% | -3 | 5 | 1 | -5% | -4% | -1.1 | -1.0
CCCCCCC(=O)N/N=C/c1c(O)n(C2CC2)c(=S)[nH]c1=O | -2% | 2% | 0 | -3 | 13 | -18% | 3%[57.1 µM] | 0.6 | -1.2
Cc1ccc(C2(O)CCN3CCCCC32)cc1 (stereo unspecified) | 2% | -4% | 10 | 0 | 2 | 4% | 15% | 2.5 | 1.1
